High-throughput results (PubChem)
Mito fusion act = inhibitors of mitochondrial division or activators of mitochondrial fusion; 0.23% of 320,000 active; S. cerevisiae fusion-defective mutant growth rescue, CellTiterGlo 48 h; Potency, µM (top dose mostly 46.1 µM), for inactives: at the top dose growth rescue (activation), usual class: activators;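 further: potency means the concentration at half of the fitted maximal effect; % of control where 0% means no effect; nearly all actives have a fitted effect of over 45% in size; temperature-sensitive fusion mutants such as fzo1-1 at 37 °C on non-fermentable ethanol glycerol medium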
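S. cerevisiae fusion-defective temperature-sensitive mutants (e.g. fzo1-1, mgm1-5) grown 48 h at 37C in YPEG (ethanol/glycerol non-fermentable) medium with 23 nl compound per well; growth rescue read as CellTiterGlo luminescence.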
KCNH2 3.1 block = KCNH2 3.1 (human) potassium channel inhibition. U2OS KCNH2 3.1, thallium flux FluxOr; hits give low values. activity change, % (tested at about 1.8 µM). 0.95% of 340,000 active;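 active means maximum activity change below -70%; inconclusive means maximum activity change from -70% to -50%; inactive means maximum activity change above -50%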;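 further: thallium influx rate constant from kinetic fluorescence after stimulation buffer; on the % scale 0 is the no-effect control and ±100 the full control effect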
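FluxOr-based Tl+ influx in U2OS cells transduced with KCNH2 3.1 virus; rate constants normalized to DMSO controls.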
PKM2 act = PKM2 (human) enzyme activation; P14618; purified PKM2, Kinase-Glo ATP luminescence, activation; response scale: 0% is enzyme alone, no compound; Potency, µM (doses to about 57.5 µM), without a hit: at the top dose activation, usual class: activators; 0.34% of 260,000 active; further: potency means the concentration at half of the fitted maximal effect; on the % scale 0 is the no-effect control and ±100 the full control effect; nearly all actives have a fitted effect of over 55% in size
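ATP formation by purified human PK-M2, quantified via coupled luciferase luminescence after 1 h at room temperature with 0.1 mM ADP and 0.5 mM PEP final.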
NPC1 promoter act = NPC1 promoter activation; Huh7 NPC1 promoter luciferase reporter, 24 h; 2.4% of 320,000 active; Potency, µM (highest dose often 9.22 µM), for inactives: at the highest dose activation, usual class: activators;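 further: potency means the concentration at half of the fitted maximal effect; % of control where 0% means no effect; nearly all actives have a fitted effect of over 60% in size; reporter is driven by a mutant NPC1 promoter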
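In 1536-well qHTS, Huh7 cells harboring an NPC1 promoter–luciferase construct received compound for 24 h; activation was quantified by luminescence following luciferase reagent addition.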
Rab9 promoter act = Rab9 promoter activation; Huh7 Rab9 promoter-luciferase reporter, luminescence, 24 h; 2.8% of 320,000 active; Potency, µM (top dose mostly 9.22 µM), for inactives: at the highest dose activation, negative = inhibition, hits mostly activators; AID 485297; further: potency means the concentration at half of the fitted maximal effect; % of control where 0% means no effect; nearly all actives have a fitted effect of over 60% in size
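Huh7 cells stably carrying Rab9 promoter–luciferase reporter, plated 1500 cells/well, compound added after 2 h and incubated 24 h at 37 °C; luciferase luminescence then read after 10 min with detection reagent.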
ELG1 DNA repair = ELG1-dependent DNA repair inhibition; HEK293T ELG1-luciferase reporter, luminescence, 16 h; DNA damage induced by 5-fluorouridine; Potency, µM (highest dose often 46.1 µM), for the others: at the top dose activity change, negative = inhibition, hits mostly inhibitors; 2.3% of 330,000 active; AID 504467; further: potency means the concentration at half of the fitted maximal effect; on the % scale 0 is the no-effect control and ±100 the full control effect; nearly all actives have a fitted effect of over 55% in size
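DMSO vehicle served as the neutral condition. Each well held 2,000 cells given 5-fluorouridine plus compound; after 16 hr at 37 °C/5% CO2, ONE-Glo was added and luciferase measured 30 min later.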
Gal4-VP16 FLuc = Gal4-VP16 reporter inhibition counter-screen; 3.5% of 310,000 active; Potency, µM (doses to about 53.6 µM), inactives show at the highest dose activity, negative = inhibition, actives largely listed as inhibitors; AID 2546; Drosophila S2 Gal4-VP16 UAS-luciferase, luminescence, 20 h;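 further: Gal4-VP16 expression switched on by copper sulfate through the metallothionein promoter; potency means the concentration at half of the fitted maximal effect; on the % scale 0 is the no-effect control and ±100 the full control effect; nearly all actives have a fitted effect of over 50% in size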
FLuc modulator = firefly luciferase modulation, counter-screen for miR-21 project; P08659; Potency, µM (titrated, usually from 57.5 µM), inactives show at the highest dose activity change, negative = inhibition, usual class: inhibitors; 6.9% of 360,000 active; purified FLuc, Km substrates, luminescence inhibition;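 further: potency means the concentration at half of the fitted maximal effect; plate controls were vehicle for no effect and reference inhibitor for full effect; nearly all actives have a fitted effect of over 55% in size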
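Purified P. pyralis luciferase (10nM final) with 10uM D-luciferin and 10uM ATP (Km levels) in 50mM Tris acetate pH 7.5, 10mM Mg acetate, 0.01% Tween-20, 0.05% BSA; qHTS 6-point titration, ~60 µM downward; luminescence read.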
Menin-MLL TR inh = inhibitors of human menin-MLL interaction, mutant MLL peptide | O00255 | Menin + Texas Red MLL mutant peptide, fluorescence polarization | Potency, µM (highest dose often 61.6 µM), for the others: at the top dose FP activity change, negative = inhibition, hits mostly inhibitors | 0.23% of 270,000 active | AID 1768; active means well fitted inhibition curve with a large enough effect in the polarisation, with a control signal flat, not every such curve was filed as active; inconclusive means small, poorly fitted or top-dose-only effect, or effect the other way, or a change in a side signal; inactive means no such curve, though single readings can be large or run the other way; the % refers to the polarisation; further: potency means the concentration at half of the fitted maximal effect; % of control where 0% means no effect; many of its hits are not listed in these tables
MBNL1-CUG inh = MBNL1-poly(CUG) RNA binding inhibition; TR-FRET MBNL1-His/biotin-(CUG)12 binding, 665/545 ratio; 0.036% of 280,000 active; AID 2675; Q9NR56; Potency, µM (top dose mostly 57.5 µM), for inactives: top-dose activity change, negative = inhibition, usual class: inhibitors; active means well fitted inhibition curve with a large enough effect in the signal ratio, with a control signal flat, not every such curve was filed as active; inconclusive means small, poorly fitted or top-dose-only effect, or effect the other way, or a change in a side signal; inactive means no such curve, though single readings can be large or run the other way; the % refers to the signal ratio; further: potency means the concentration at half of the fitted maximal effect; on the % scale 0 is the no-effect control and ±100 the full control effect
Target sequence (Q9NR56 whole entry, looked up): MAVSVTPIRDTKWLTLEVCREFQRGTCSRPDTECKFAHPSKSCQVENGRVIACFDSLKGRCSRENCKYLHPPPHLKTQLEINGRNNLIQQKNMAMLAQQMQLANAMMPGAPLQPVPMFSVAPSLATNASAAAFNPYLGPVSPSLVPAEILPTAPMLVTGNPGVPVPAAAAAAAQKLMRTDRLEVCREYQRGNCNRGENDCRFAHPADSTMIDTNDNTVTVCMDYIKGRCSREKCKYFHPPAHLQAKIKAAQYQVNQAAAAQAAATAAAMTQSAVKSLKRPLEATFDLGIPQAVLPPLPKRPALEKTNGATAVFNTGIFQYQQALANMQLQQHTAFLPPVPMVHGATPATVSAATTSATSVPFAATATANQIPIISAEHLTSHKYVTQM
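MBNL1-His + Biotin-(CUG)12, cpd titration 92 nM–58 uM; Tb anti-His Ab 0.055 ng/ul, SA-XL665 5 nM (final); 60 min RT; ratiometric 665/545 nm, Ex 340 nm; normalized to buffer and full-complex controls.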
RORg inh = blocks mouse ROR gamma transcriptional activity | Drosophila S2 Gal4-RORgamma UAS-luciferase reporter, 20 h | Potency, µM (highest dose often 53.6 µM), without a hit: at the highest dose activity change, negative = inhibition, actives largely listed as inhibitors | 5.4% of 310,000 active | AID 2551; further: potency means the concentration at half of the fitted maximal effect; on the % scale 0 is the no-effect control and ±100 the full control effect; nearly all actives have a fitted effect of over 60% in size
Target sequence (P51450 whole entry, looked up, the tested form may be a part): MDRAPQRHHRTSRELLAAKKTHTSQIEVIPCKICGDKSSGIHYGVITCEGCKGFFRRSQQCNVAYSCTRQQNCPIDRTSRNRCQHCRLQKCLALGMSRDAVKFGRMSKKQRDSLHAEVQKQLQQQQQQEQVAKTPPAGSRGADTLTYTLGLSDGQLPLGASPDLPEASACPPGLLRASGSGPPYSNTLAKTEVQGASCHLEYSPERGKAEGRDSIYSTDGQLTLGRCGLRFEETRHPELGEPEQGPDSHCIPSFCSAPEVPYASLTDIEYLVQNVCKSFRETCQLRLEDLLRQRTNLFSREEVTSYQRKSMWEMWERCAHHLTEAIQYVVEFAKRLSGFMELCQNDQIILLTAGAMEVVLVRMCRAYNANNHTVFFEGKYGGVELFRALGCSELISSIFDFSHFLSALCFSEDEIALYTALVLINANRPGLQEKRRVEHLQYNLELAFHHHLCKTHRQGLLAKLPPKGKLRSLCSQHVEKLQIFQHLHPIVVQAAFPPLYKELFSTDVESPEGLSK
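Luciferase reporter read in Schneider cells carrying Gal4-RORγ (mouse) and UAS-Photinus luciferase; cells given compound 1 h before 700 uM copper sulfate induction, then incubated 20 h at ambient temperature.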
An asterisk follows results filed as active; ? = inconclusive; . = no result given; [ ] = another dose, or the depositor's remark. Unless noted, the call rests on the fitted dose curve; in most records, active means well fitted curve in the direction sought with a large enough effect; inconclusive means small, poorly fitted or top-dose-only effect, or another doubt; inactive means no such curve, though single readings can be large; an effect the other way counts as inactive or inconclusive. The list is partial (hit frequency here may not be typical).

Start of the data: the first nine compounds (preview)
#1 Cc1occc1-c1nnc(SCC(=O)Nc2c(F)cccc2F)n1C
#2 c1ccc(Oc2cccc3cccnc23)nc1
#3 COc1ccc(CNC(=O)C(=O)NCC2CCCO2)cc1 (stereo unspecified)
#4 Nc1c(NCc2ccccc2)c(=O)[nH]c(=O)n1Cc1ccccc1
#5 CN(C(=O)c1ccccc1C(=O)OCC(=O)Nc1ccccc1)c1ccccc1
#6 COc1ccc(C(=O)N2N=C(c3ccc(NS(C)(=O)=O)cc3)CC2c2cccs2)cc1 (stereo unspecified)
#7 CC(=O)NN1C(=O)c2ccccc2NC1c1cccc([N+](=O)[O-])c1 (stereo unspecified)
#8 CCOc1cc(/C=N/NS(=O)(=O)c2ccccc2)ccc1OS(=O)(=O)c1ccc(C)cc1
#9 CCN(CC(=O)Nc1c(F)cccc1F)C(=O)c1ccc(COc2ccccc2)o1

compound no.	1	2	3	4	5	6	7	8	9
Mito fusion act	-2%	-4%	7%	4%	-2%	0%	-6%	2%	-2%
KCNH2 3.1 block	1	-10	7	0	7	-8	-4	.	-6
PKM2 act	.	0%	3%	-3%	.	.	.	30%	.
NPC1 promoter act	-5%	-6%	-6%	1%	-2%	-4%	-1%	0%	-1%
Rab9 promoter act	-8%	-3%	3%	-8%	-8%	1%	-7%	-3%	5%
ELG1 DNA repair	28%	4%	?	11%	?	18µM*	17%	?	4%
Gal4-VP16 FLuc	.	-1%	-6%	2%	.	1%	-1%	14%	.
FLuc modulator	1%	-1%	4%	?	-2%	-2%	1%	1%	-1%
Menin-MLL TR inh	.	.	0%	.	.	44%[activator]	4%	?	.
MBNL1-CUG inh	.	7%	2%	2%	.	14%	26%	-1%	.
RORg inh	.	7%	4%	-3%	.	-5%	15%	-26%	.

This part in full, from the start:
#1 Cc1occc1-c1nnc(SCC(=O)Nc2c(F)cccc2F)n1C
#2 c1ccc(Oc2cccc3cccnc23)nc1
#3 COc1ccc(CNC(=O)C(=O)NCC2CCCO2)cc1 (stereo unspecified)
#4 Nc1c(NCc2ccccc2)c(=O)[nH]c(=O)n1Cc1ccccc1
#5 CN(C(=O)c1ccccc1C(=O)OCC(=O)Nc1ccccc1)c1ccccc1
#6 COc1ccc(C(=O)N2N=C(c3ccc(NS(C)(=O)=O)cc3)CC2c2cccs2)cc1 (stereo unspecified)
#7 CC(=O)NN1C(=O)c2ccccc2NC1c1cccc([N+](=O)[O-])c1 (stereo unspecified)
#8 CCOc1cc(/C=N/NS(=O)(=O)c2ccccc2)ccc1OS(=O)(=O)c1ccc(C)cc1

compound no.	1	2	3	4	5	6	7	8
Mito fusion act	-2%	-4%	7%	4%	-2%	0%	-6%	2%
KCNH2 3.1 block	1	-10	7	0	7	-8	-4	.
PKM2 act	.	0%	3%	-3%	.	.	.	30%
NPC1 promoter act	-5%	-6%	-6%	1%	-2%	-4%	-1%	0%
Rab9 promoter act	-8%	-3%	3%	-8%	-8%	1%	-7%	-3%
ELG1 DNA repair	28%	4%	?	11%	?	18µM*	17%	?
Gal4-VP16 FLuc	.	-1%	-6%	2%	.	1%	-1%	14%
FLuc modulator	1%	-1%	4%	?	-2%	-2%	1%	1%
Menin-MLL TR inh	.	.	0%	.	.	44%[activator]	4%	?
MBNL1-CUG inh	.	7%	2%	2%	.	14%	26%	-1%
RORg inh	.	7%	4%	-3%	.	-5%	15%	-26%

#9 CCN(CC(=O)Nc1c(F)cccc1F)C(=O)c1ccc(COc2ccccc2)o1
#10 COc1ccc(C)cc1N(CC(=O)Nc1cccc(N(C)S(C)(=O)=O)c1)S(C)(=O)=O
#11 O=C(Nc1ccccc1)C1CCCN1/C=C/C(=O)C(F)(F)F (stereo unspecified)
#12 Cc1nc2scc(-c3ccc(Cl)cc3)c2c(=O)n1N
#13 c1cncc(CSc2ccc(-c3cccs3)nn2)c1
#14 O=C(c1ccccc1F)N1CCOCC1
#15 O=C(CCCN1C(=O)/C(=C/c2cccc(Br)c2)SC1=S)Nc1cccnc1
#16 Cc1ccc(S(=O)(=O)N2CCCCC2)cc1NC(=O)c1ccc2ccccc2n1

compound no.	9	10	11	12	13	14	15	16
Mito fusion act	-2%	1%	-7%	2%	-7%	-2%	0%	-2%
KCNH2 3.1 block	-6	-1	3	10	-7	2	12	-10
PKM2 act	.	1%	-15%	-1%	-4%	-2%	17%	-18%
NPC1 promoter act	-1%	2%	1%	-5%	?	-5%	-19%	9%
Rab9 promoter act	5%	-7%	2%	2%	3.5µM*	-1%	-20%	13%
ELG1 DNA repair	4%	-12%	?	-8%	12%	24%	9.2µM*	10%
Gal4-VP16 FLuc	.	-1%	29%	7%	5%	-8%	-9%	?
FLuc modulator	-1%	-2%	2%	0%	17µM*	-1%	-20%	27µM*
Menin-MLL TR inh	.	?	-5%	6%	-14%	4%	16%	0%
MBNL1-CUG inh	.	-4%	4%	8%	?	4%	.	-18%
RORg inh	.	15%	28%	29%	10%	-12%	14µM*	?

#17 CC(C)(C)c1ccc(C2/C(=C(\O)c3ccc4c(c3)OCCO4)C(=O)C(=O)N2CCCN2CCOCC2)cc1 (stereo unspecified)
#18 O=c1c2ccccc2nnn1CSc1nnc(-c2cccnc2)n1-c1ccccc1F
#19 CCN1CCN(C2=C(Cl)C(=O)N(Cc3ccccc3)C2=O)CC1
#20 Cc1ccc(S(=O)(=O)N2CCOCC2)cc1NC(=O)COc1cccc(Oc2ccccc2)c1

compound no.	17	18	19	20
Mito fusion act	2%	4%	0%	11%
KCNH2 3.1 block	-1	-8	-6	-22
PKM2 act	.	-10%	3%	.
NPC1 promoter act	-2%	6%	-1%	1%
Rab9 promoter act	0%	9%	-2%	5%
ELG1 DNA repair	-2%	-7%	?	?
Gal4-VP16 FLuc	0%	0%	27%	.
FLuc modulator	1%	-1%	1%	-3%
Menin-MLL TR inh	.	-10%	-4%	.
MBNL1-CUG inh	6%	2%	?	.
RORg inh	14%	31%	6%	.
